ROMK mod = modulates human ROMK potassium channel activity; P48048; Tet-inducible ROMK, thallium flux fluorescence; actives lie on both sides; B-score at 10 µM; hit rate 2% among 130,000; AID 1918;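 active = signal ratio slope over the read window, or its plate-corrected B-score, at least 3 SD from the plate mean, either direction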;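 also: B-score of the F/F0 ratio slope over 7 to 12 s after thallium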
Target sequence (P48048 whole entry, looked up): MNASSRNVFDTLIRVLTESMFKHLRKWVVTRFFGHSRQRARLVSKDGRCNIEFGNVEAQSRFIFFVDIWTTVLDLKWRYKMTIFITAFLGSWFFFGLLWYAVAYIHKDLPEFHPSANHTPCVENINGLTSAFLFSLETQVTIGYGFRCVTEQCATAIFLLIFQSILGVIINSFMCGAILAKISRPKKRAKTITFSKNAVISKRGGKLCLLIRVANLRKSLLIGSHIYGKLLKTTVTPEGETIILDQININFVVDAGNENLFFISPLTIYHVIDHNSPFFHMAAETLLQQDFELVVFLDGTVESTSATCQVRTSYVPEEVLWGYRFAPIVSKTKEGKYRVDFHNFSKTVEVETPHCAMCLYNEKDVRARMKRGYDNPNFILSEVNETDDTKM
TLR4-MyD88 BLA = blocks binding of human TLR4 to MyD88; AID 861; O00206+Q99836; hit rate 0.18% among 200,000; HeLa CL3-4 TLR4/MyD88 BLA complementation, FRET ratio; inhibition, % at 8.4 µM; in the data active = inhibition above about 25%;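 also: 0% = vehicle and 100% = reference inhibitor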
L major viab = reduces viability of Leishmania major promastigotes; resazurin fluorescence viability; inhibition, % at 10 µM; hit rate 9% among 200,000; in the data active = inhibition above about 50%;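 also: promastigotes grown with compound for 44 hours at 28 °C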
PPARg SRC1 recr = PPARgamma-driven SRC-1 recruitment agonism; AID 631; PPARgamma-SRC-1 coactivator recruitment biochemical assay; activation, % at 8 µM; hit rate 0.41% among 200,000; P37231; in the data active = activation above about 19%;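 also: 0% = DMSO and 100% = reference agonist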
Target sequence (P37231 whole entry, looked up): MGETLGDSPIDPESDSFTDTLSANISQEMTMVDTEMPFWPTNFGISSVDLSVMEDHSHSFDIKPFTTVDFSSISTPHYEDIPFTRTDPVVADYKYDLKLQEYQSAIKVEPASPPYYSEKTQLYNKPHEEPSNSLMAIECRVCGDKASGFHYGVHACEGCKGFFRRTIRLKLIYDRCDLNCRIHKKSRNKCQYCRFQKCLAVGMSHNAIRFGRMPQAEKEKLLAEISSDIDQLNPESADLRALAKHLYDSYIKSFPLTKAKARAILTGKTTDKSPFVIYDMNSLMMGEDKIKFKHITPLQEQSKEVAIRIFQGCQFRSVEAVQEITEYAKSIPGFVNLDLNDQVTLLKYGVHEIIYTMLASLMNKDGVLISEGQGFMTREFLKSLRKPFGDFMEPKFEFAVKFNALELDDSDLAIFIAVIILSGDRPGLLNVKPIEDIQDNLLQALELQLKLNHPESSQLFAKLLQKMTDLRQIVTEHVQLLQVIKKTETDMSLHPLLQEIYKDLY
SRC2 TRFRET art = flags TR-FRET format artefacts in PPARgamma SRC-2 recruitment agonist screen | AID 1049 | TR-FRET artefact counter-screen; hits give high values | TR-FRET ratio at 8 µM | hit rate 0.4% among 200,000; in the data active = TR-FRET ratio above about 2000; also: inactives centre near 1500; reference of the scale not given here
bIAP inhibitor = intestinal alkaline phosphatase (bovine) inhibition; inhibition, % at 20 µM; purified bovine IAP, CDP-star luminescence, 30 min; 190,000 tested, under 10 active; AID 1019;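 active = over 50% inhibition of intestinal alkaline phosphatase at 20 µM in the single-dose screen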
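Incubation: 30 min reaction at room temperature / Material: purified bovine intestinal alkaline phosphatase (IAP) enzyme / Input: enzyme at 1/65,000,000 dilution / Dosing: 20 µM single dose / Signal: CDP-star luminescence signal / Reagent: CDP-star chemiluminescent phosphatase substrate, 30 µM final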
PPARg SRC3 recr = agonists of human PPARgamma SRC-3 coactivator recruitment | hit rate 0.26% among 200,000 | activation, % at 8 µM | P37231 | AID 731 | biochemical PPARgamma/SRC-3 coactivator recruitment assay; in the data active = activation above about 23%;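 also: 0% = DMSO and 100% = reference agonist; some compounds past the cut are filed as inactive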
PPARg SRC2 recr = agonists of SRC-2 recruitment by human PPARgamma. activation, % at 8 µM. hit rate 0.34% among 200,000. PPARgamma LBD-SRC-2 recruitment, biochemical. AID 1032; in the data active = activation above about 22%;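 also: 0% = vehicle and 100% = reference agonist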
DTT redox prof = compounds producing H2O2 with reducing agent – biochemical, NIH compound library profiling, artefact control for MLSCN library redox annotation, primary screen; DTT-dependent redox cycling H2O2, phenol red/HRP absorbance; 100% = 100 µM peroxide control, 0% = buffer; activation, % at 10 µM; hit rate 0.03% among 200,000;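 active = activation of at least 50% relative to the plate's high and low controls in the primary single-dose screen; inactive = activation below 50%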;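 also: compound incubated with DTT at 0.8 mM final as the reducing agent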
bIAP activator = increases bovine intestinal alkaline phosphatase activity; purified bovine IAP, CDP-star luminescence, 30 min; hits give high values; fold of DMSO-control signal, blank-subtracted; activation factor at 20 µM; hit rate 0.17% among 200,000; AID 1016;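 active = activation factor of 2 or more at 20 µM, a signal rise over negative controls twice the positive control's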
S1P3 antag = blocks the human S1P3 receptor; AID 485; inhibition, % at 4.98 µM; CHO S1P3 NFAT-BLA reporter, FRET fluorescence, antagonist mode; hit rate 0.27% among 170,000;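 active = inhibition above the plate cutoff, the mean inhibition of test wells on that plate plus 3 SD, cut at about 28% in these data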;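 also: cells challenged with S1P at its EC80 of 0.8 µM; blue over green emission ratio from cleaved BLA substrate after 4 h stimulation; 0% = S1P-stimulated wells and 100% = unstimulated DMSO-only wells; some compounds past the cut are filed as inactive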
* = called active by the depositor; nt = no result given.

SMILES	ROMK mod	TLR4-MyD88 BLA	L major viab	PPARg SRC1 recr	SRC2 TRFRET art	bIAP inhibitor	PPARg SRC3 recr	PPARg SRC2 recr	DTT redox prof	bIAP activator	S1P3 antag
Cc1ccc(CN2CCN(/N=C/c3cc([N+](=O)[O-])ccc3Cl)CC2)cc1	nt	-3	8	0	1598	25	6	7	-3.3	0.8	nt
O=C(OCC(=O)N1CCCCCC1)c1ccc([N+](=O)[O-])cc1Cl	-0.84	-19	3	1	1559	0	3	7	-2.7	1	-9
O=C1CCCC2=C1C(O)(C(F)(F)F)C(=O)N2Cc1ccccc1 (stereo not given)	nt	7	61*	-5	1515	6	1	0	2.8	0.9	1
CCN(CC)c1cc2nc(C)n(Cc3ccccc3)c(=O)c2cc1NC(=O)C1CC1	nt	0	6	2	1444	2	-6	3	0.4	1	nt
CN(C(=O)c1cccc(C#N)c1)c1nnc(-c2cnccn2)s1	0.3	3	3	-3	1345	-6	-8	6	-0.1	1.1	-23
Cc1ccc(C)c(OCC(O)CN2CCC(CN3C(=O)c4cccc5cccc(c45)C3=O)CC2)c1 (stereo not given)	-4.7*	-2	100*	-1	1491	nt	-1	7	-0.5	0.5	1
Cc1n[nH]c(C)c1S(=O)(=O)N1CCN(C2CCCCC2)CC1	0.35	-1	-6	0	1578	-9	5	8	-0.8	1.1	nt
O=C(CCc1nnc(CCCCc2ccccc2)o1)NCCC1CCCCO1 (stereo not given)	-0.038	-3	10	-11	1404	-7	-6	-8	1.2	1.1	-10
CCOc1ccc(N(CC(=O)O)S(=O)(=O)c2ccc(F)cc2)cc1	nt	-62	-3	-4	1370	14	5	-7	0.4	0.9	4
Cc1ccc(-c2ccc(/C=C3\C(=O)ON=C3c3ccccc3)o2)c([N+](=O)[O-])c1	nt	14	98*	-2	1731	14	4	8	-0.7	0.9	nt
COc1ccc(CSc2nnnn2C)cc1F	0.035	-5	-2	-5	1413	7	6	5	0.4	0.9	-12
COCCCNS(=O)(=O)c1ccc(Oc2ncc(C(F)(F)F)cc2Cl)cc1	nt	-10	-3	-1	1530	4	-4	9	-2.1	1	nt
Cc1nc2ccc(S(=O)(=O)Nc3cccc(-c4nc5cccnc5s4)c3)cc2s1	-1.4	8	-7	4	1394	2	4	6	-0.5	1	-12
CCOCC(=O)Nc1ccc(F)c(F)c1	0.66	-9	-2	-8	1454	3	5	13	1.0	1	-4
Cc1ccc(C)c(N2C(=O)CN=C2Nc2ccccc2Cl)c1	nt	-2	4	10	1480	-1	-6	-7	4.2	1	nt
COc1ccc(/C=N\NS(=O)(=O)c2ccc(C)cc2)cc1COc1ccccc1[N+](=O)[O-]	1	6	19	4	1559	2	13	5	-0.7	1	nt
Cc1nn(-c2ccccc2)c(C)c1-c1cc(C(=O)N/N=C/c2cccnc2)[nH]n1	-0.13	10	29	2	1791	-2	2	4	-0.2	1	-8
Cc1ccc(Nc2nnns2)cc1	nt	1	-5	-1	1366	6	-4	-5	2.4	0.9	nt
COc1ccc(NC(=O)C23CCC(C2)C(C)(C)C3=O)cc1 (stereo not given)	-0.19	-6	-6	-2	1554	8	-13	2	1.1	0.9	-13
O=C(Nc1ccccc1)C1=C[C@H](c2csc3ccccc23)C[C@H](OCc2ccc(CO)cc2)O1	nt	8	47	9	1582	6	0	7	0.0	0.9	-10
CCOC1(OCC)C(c2ccc(Cl)cc2)C(C#N)(C#N)C1(OCC)OCC (stereo not given)	-0.65	4	100*	-7	1499	2	-9	-1	0.0	1	nt
Cc1ccc(Oc2nc3ccccn3c(=O)c2/C=C(\C#N)C(=O)Nc2c(C)n(C)n(-c3ccccc3)c2=O)c(C)c1	nt	9	-3	-6	1348	9	0	-3	0.2	0.9	8
O=[N+]([O-])c1cccc(C2=NCCS2)c1	0.52	-3	-6	3	1504	6	6	-2	-0.7	0.9	-9
Cc1nc2nc3c(cn2n1)C(=O)CC(c1ccccc1)C3 (stereo not given)	0.52	-3	1	-2	1787	4	7	3	0.2	1	-8
CN(C)C(=O)N1CCNCC1	-0.19	13	-4	-3	1489	10	1	-5	-0.8	0.9	-20
C=CCSc1nnc2c(n1)OC(c1c(C)[nH]n(-c3ccccc3)c1=O)Nc1ccccc1-2 (stereo not given)	nt	4	-6	5	1670	3	-1	1	-5.8	1	nt
CCOc1ccccc1N1C(=O)CC(N(O)c2ccccc2)C1=O (stereo not given)	nt	-12	-6	-1	1768	18	8	0	-0.8	0.8	-26
Cc1ccc(CC(=O)NCc2ccc3c(c2)OCO3)cc1	-0.77	16	6	3	1472	14	3	-4	0.0	0.9	nt
CC(=O)Nc1ccc(Oc2cnccn2)cc1	nt	8	3	-8	1496	20	-2	-9	1.2	0.8	-14
COc1ccc(-c2ccnc3nc(N4CCN(c5ccccc5)CC4)nn23)cc1	nt	-9	2	4	1670	5	-16	-3	1.5	1	nt
Nc1c2c(=O)oc(-c3ccccc3)cc2nn1-c1ccccc1	nt	-1	46	1	1577	-2	-6	-8	2.0	1	nt
Cc1ccc(CN2CCN(C3CCCC3)C(CCO)C2)s1 (stereo not given)	0.79	5	16	5	1475	-16	7	1	-1.7	1.2	-23
COc1cc(C2NC(=S)NC(C)=C2C(=O)c2ccccc2)ccc1O (stereo not given)	-0.048	7	23	-1	1459	7	-2	-3	-0.1	0.9	-16
CC(=O)N(C)c1ccc(NC(=O)Nc2ccc(C)c(C)c2)cc1	-0.2	8	15	11	1672	-8	1	3	-1.5	1.1	-17
COc1cc(/C=N/NC(=O)c2ccc(Cl)cc2)ccc1OCC(=O)N1CC(C)OC(C)C1 (stereo not given)	-0.17	1	-11	2	1509	3	3	-4	-0.5	1	-8
N#Cc1cn(-c2ccccc2)nc1-c1ccccc1	nt	-12	-6	-1	1624	2	-5	0	3.9	1	5
CCC(C)C(NC(=O)c1ccc(Cl)cc1)C(=O)Nc1cccnc1 (stereo not given)	1.2	-2	14	4	1623	5	8	5	-2.6	0.9	-12
C=CCNC(=O)CN(c1ccccc1OCC)S(=O)(=O)c1ccc(C)cc1	-0.3	2	10	1	1598	-10	-6	2	0.1	1.1	nt
CC(C)(C)c1ccc(NC(=O)COC(=O)C2=COCCO2)cc1	nt	-5	2	4	1318	9	-1	4	1.9	0.9	-30
O=C(NC1CCCc2ccccc21)c1n[nH]c(=O)c2ccccc12 (stereo not given)	-0.14	0	4	-4	1580	1	-1	3	-0.8	1	2
Cc1ccc(C2C=NN(c3ccccc3)C2=O)cc1 (stereo not given)	nt	10	-14	3	1584	8	12	0	0.1	0.9	-22
CCOC(=O)c1ccc2c(c1)nc(COc1ccc(OC)cc1)n2CC	0.49	9	9	-4	1571	7	8	18	0.1	0.9	nt
O=C(Nc1ccccc1)N1CCC(c2nc(-c3ccc(S(=O)(=O)N4CCOCC4)cc3)no2)CC1	0.45	-12	12	1	1439	20	-17	0	0.1	0.8	11
CC(/C=C/c1ccc(O)cc1)=N/O	0.87	5	1	10	1888	0	8	13	0.7	1	nt
Cc1ccc(CNC2=NCCCCC2)n1C	-0.75	6	-5	5	1518	-2	-5	-7	-1.1	1	-1
Cc1ccc(Cn2ccc(NC(=O)CCSc3nc(-c4ccco4)cc(C(F)(F)F)n3)n2)cc1	0.25	-21	10	-5	1589	5	1	-1	3.0	0.9	-29
CCOCC(=O)N(CC)Cc1ccccc1	0.22	-8	-4	9	1582	5	-4	6	-0.7	1	-7
COCc1cc(C)nc(Oc2ccccc2)c1C#N	0.47	-6	-9	4	1590	10	1	6	0.5	0.9	3
CC(=O)N/C(=C/c1ccc2c(c1)OCO2)C(=O)NCC(=O)O	1.3	-6	-9	1	1447	7	-2	10	-0.2	0.9	-8
FC(F)(F)c1cc(-c2ccco2)nc(-n2nc(C(F)(F)F)cc2C2CC2)n1	0.32	-1	13	-5	1616	1	-1	4	0.0	1	1

Some of the entries above in another layout:
O=C(Nc1ccccc1)N1CCC(c2nc(-c3ccc(S(=O)(=O)N4CCOCC4)cc3)no2)CC1
  ROMK mod = 0.45; TLR4-MyD88 BLA = -12; L major viab = 12; PPARg SRC1 recr = 1; SRC2 TRFRET art = 1439; bIAP inhibitor = 20; PPARg SRC3 recr = -17; PPARg SRC2 recr = 0; DTT redox prof = 0.1; bIAP activator = 0.8; S1P3 antag = 11
CC(/C=C/c1ccc(O)cc1)=N/O
  ROMK mod = 0.87; TLR4-MyD88 BLA = 5; L major viab = 1; PPARg SRC1 recr = 10; SRC2 TRFRET art = 1888; bIAP inhibitor = 0; PPARg SRC3 recr = 8; PPARg SRC2 recr = 13; DTT redox prof = 0.7; bIAP activator = 1; S1P3 antag = nt
Cc1ccc(CNC2=NCCCCC2)n1C
  ROMK mod = -0.75; TLR4-MyD88 BLA = 6; L major viab = -5; PPARg SRC1 recr = 5; SRC2 TRFRET art = 1518; bIAP inhibitor = -2; PPARg SRC3 recr = -5; PPARg SRC2 recr = -7; DTT redox prof = -1.1; bIAP activator = 1; S1P3 antag = -1

Remaining list, next part
SMILES	ROMK mod	TLR4-MyD88 BLA	L major viab	PPARg SRC1 recr	SRC2 TRFRET art	bIAP inhibitor	PPARg SRC3 recr	PPARg SRC2 recr	DTT redox prof	bIAP activator	S1P3 antag
CCCC12CN3CCN(CC(C3)/C1=N\NC(=O)Nc1ccccc1)C2	nt	2	38	-8	1472	8	-3	0	-0.2	0.9	1
CC(=Nc1ccccc1)C1=C(O)CCCC1=O	0.82	-14	-3	6	1622	4	2	3	-0.4	1	0
CCN1/C(=C\C(=S)Nc2ccccc2)Sc2ccccc21	1.1	4	-1	1	2548*	26	6	-10	0.1	0.7	20
CC(=O)Cc1nsc(NC(=O)c2ccc(COc3ccc(C)cc3)o2)n1	1.1	-6	-3	4	1773	3	3	1	-0.1	1	14
COc1ccccc1C(C)NCC(=O)Nc1ccccc1C(F)(F)F (stereo not given)	-1.3	-10	60*	-1	1578	10	0	5	0.1	0.9	0
O=S(=O)(c1cccc2cccc(Cl)c12)N1CCCC1	0.84	-7	4	9	1442	3	3	1	0.2	1	1
CCOc1ccc(OCC)c(NC(=O)CSc2nc3ccccc3c(=O)n2C)c1	nt	-15	4	-1	1622	2	1	1	-0.6	1	32
CCn1c(=O)c([N+](=O)[O-])c(NCCN(C)C)c2ccccc21	0.079	3	-3	2	1483	7	4	13	1.2	0.9	-30
N#Cc1ncc(C(F)(F)F)cc1Sc1ccc(N)cc1	0.083	-6	17	-8	1390	17	-8	2	0.2	0.8	nt
C=CCNC(=O)C(C)Sc1ccc(Cl)cc1 (stereo not given)	0.35	16	-2	8	1596	11	6	-5	0.3	0.9	-1
O=C(Nc1cccnc1)C1(F)C(F)(F)C(F)(F)C(F)(F)C(F)(F)C1(F)F	-0.24	2	0	10	1613	2	-1	-1	-0.1	1	13
CN(C)C(=O)CSc1nc2ccccc2c(=O)[nH]1	nt	-16	-2	0	1511	6	-1	11	-0.5	0.9	10
CCn1c(C)nc2cc(C(=O)N/N=C/c3cccc(OC)c3O)ccc21	1.5	8	94*	17	1429	-50	3	1	0.0	1.5	16
O=C(CSc1nnc(-c2ccco2)n1CC1CCCO1)c1ccccc1 (stereo not given)	nt	3	-4	9	1609	0	4	6	1.3	1	-32
O=C1c2ccccc2C(=O)N1c1ccccc1S(=O)C(F)(F)F (stereo not given)	-0.71	10	-5	4	1510	6	5	-2	0.6	0.9	-24
Cc1ccccc1CN1CCN(C(=O)c2cccc(F)c2)CC1	nt	-10	-3	5	1445	-5	7	4	10	1	4
